Assay outcomes: PubChem, National Center for Advancing Translational Sciences (NCATS)
TrxR1 substrate – qHTS Assay for Substrates of Mammalian Selenoprotein Thioredoxin Reductase 1 (TrxR1): qHTS | Thioredoxin reductase 1, cytoplasmic (Rattus norvegicus), O89049 | purified TrxR1 substrate turnover, NADPH consumption readout | Potency, µM (titrated, usually from 114 µM), inactives show top-dose activity change, negative = substrate turnover | hit rate 0.01% among 390,000 | AID 588456, 2011; also: potency is read from the fitted curve at half-maximal effect; % is scaled to controls: 0 for no effect and ±100 for the full control effect; nearly all actives have a fitted effect of over 50% in size
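Rat TrxR1, dispensed at 90 nM, was prereduced with 400 uM NADPH (final) for 5 min at ~22 deg C, then incubated with compound 15 min before 400 uM selenite. A first-read NADPH fluorescence drop versus no-compound background flagged substrates.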
PI4K2A block – qHTS for small molecular inhibitors of PI4K2A; Phosphatidylinositol 4-kinase type 2-alpha (Homo sapiens), Q9BTU6; purified PI4K2A, ADP-Glo luminescence, 1 h; hits give low values; activity change, negative = inhibition, % at 76.9 µM; hit rate 0.13% among 420,000; AID 1346378, 2018; in the data active = activity change below about -50%; inconclusive = mostly about -30% to -49%;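 also: -100% = wells without enzyme as full effect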
Target sequence (Q9BTU6 whole entry, looked up): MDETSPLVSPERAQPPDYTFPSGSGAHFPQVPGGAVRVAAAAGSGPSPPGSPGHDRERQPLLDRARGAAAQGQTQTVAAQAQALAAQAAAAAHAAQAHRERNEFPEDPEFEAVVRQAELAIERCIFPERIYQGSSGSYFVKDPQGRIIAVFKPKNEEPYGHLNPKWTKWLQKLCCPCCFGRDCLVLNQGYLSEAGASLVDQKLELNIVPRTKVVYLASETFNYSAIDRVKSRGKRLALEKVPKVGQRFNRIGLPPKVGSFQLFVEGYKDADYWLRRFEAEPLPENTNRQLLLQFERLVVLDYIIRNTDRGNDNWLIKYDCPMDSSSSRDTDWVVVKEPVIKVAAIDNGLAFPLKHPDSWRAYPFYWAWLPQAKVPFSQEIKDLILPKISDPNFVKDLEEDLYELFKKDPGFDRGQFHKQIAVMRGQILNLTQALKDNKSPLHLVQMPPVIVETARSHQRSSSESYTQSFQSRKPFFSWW
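Compounds are screened against recombinant PI4K2A using PI as substrate and ATP, the latter dispensed at 300 microM. Reactions run one hour at ambient temperature before ADP-Glo detection; full inhibition defined by wells lacking enzyme.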
IDH1 R132H inh – qHTS for Inhibitors of mutant isocitrate dehydrogenase 1 (IDH1): qHTS | hit rate 0.093% among 390,000 | Potency, µM (doses to about 76.6 µM), inactives show at the highest dose activity change, negative = inhibition, actives largely listed as inhibitors | IDH1-R132H enzyme, NADPH consumption, diaphorase/resazurin fluorescence; also: potency is read from the fitted curve at half-maximal effect; % is scaled to controls: 0 for no effect and ±100 for the full control effect; nearly all actives have a fitted effect of over 65% in size
Target sequence (O75874 whole entry R132H, stated change not applied): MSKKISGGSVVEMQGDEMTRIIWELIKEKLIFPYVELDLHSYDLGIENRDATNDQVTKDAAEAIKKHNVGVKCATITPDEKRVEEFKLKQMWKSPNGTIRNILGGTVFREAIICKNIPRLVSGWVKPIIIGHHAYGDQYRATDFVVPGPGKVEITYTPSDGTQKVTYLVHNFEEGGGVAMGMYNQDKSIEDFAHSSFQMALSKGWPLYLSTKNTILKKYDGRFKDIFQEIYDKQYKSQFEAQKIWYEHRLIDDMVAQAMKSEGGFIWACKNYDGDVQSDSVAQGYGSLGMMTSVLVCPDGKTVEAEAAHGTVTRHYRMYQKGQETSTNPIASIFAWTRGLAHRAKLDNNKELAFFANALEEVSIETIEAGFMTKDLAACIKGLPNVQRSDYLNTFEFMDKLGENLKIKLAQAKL
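IDH1-R132H (0.5 ug/mL) preincubated 30 min with compound, then NADPH (0.016 mM) and alpha-KG (2 mM) added; 80 min at RT, pH 7.5. Remaining NADPH coupled via diaphorase/resazurin to fluorescence (540/590 nm); concentration-response curves normalized to no-enzyme control.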
LDHA block – qHTS assay for inhibitors of human lactate dehydrogenase; hit rate 0.15% among 480,000; activity change, % (values are at about 110 or 230 µM); purified LDHA, NADH/diaphorase-resazurin fluorescence; hits give low values; in the data active = activity change below about -30%; inconclusive = mostly about -25% to -30%;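 also: plate controls were DMSO wells for no effect and wells without enzyme for full effect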
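Remaining NADH was detected by diaphorase (0.133 mg/mL) converting 37 µM resazurin to fluorescent resorufin, read at 0 and 20 minutes. The preceding 5-minute room-temperature reaction used 2 nM LDHA, 0.2 mM sodium pyruvate and 0.06 mM NADH at pH 7.4.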
Vif-APOBEC3F blk – qHTS for Inhibitors of Vif-A3F Interactions: qHTS; Potency, µM (highest dose often 46.1 µM), inactives show at the highest dose activity, negative = active; hit rate 0.2% among 390,000; HeLa A3F-eYFP + Vif (tagged APOBEC3F with the HIV-1 protein that degrades it), YFP fluorescence increase; AID 602313, 2012; also: potency is read from the fitted curve at half-maximal effect; % of control where 0% means no effect; nearly all actives have a fitted effect of over 65% in size
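HeLa cells stably expressing Vif plus C-terminally eYFP-tagged A3F were seeded, incubated overnight at 37 deg C, dosed with compound, incubated overnight again at 37 deg C. Yellow fluorescence (Ex 488/Em 500-530) reported blocked Vif-mediated A3F-eYFP degradation.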
GRP78 ERSR act – qHTS for Inducers of the Endoplasmic Reticulum Stress Response (ERSR) in Human Glioma: qHTS | AID 602332, 2012 | hit rate 0.02% among 420,000 | U87-MG GRP78 promoter luciferase reporter, 16 h | Potency, µM, for the others: at the highest dose activation, hits mostly activators; also: potency is read from the fitted curve at half-maximal effect; series mostly up to about 76 µM; % of control where 0% means no effect; nearly all actives have a fitted effect of over 35% in size
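ERSR induction read as luciferase luminescence (Bright-Glo, 10 min at room temperature) in stably transfected human U87-MG glioma cells exposed to compounds for 16 h, using GRP78 as sensor.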
Vif-APOBEC3G blk – qHTS for Inhibitors of Vif-A3G Interactions: qHTS. HeLa A3G-eYFP + Vif (tagged APOBEC3G with the HIV-1 protein that degrades it), YFP fluorescence, overnight. Potency, µM (doses to about 46.1 µM), without a hit: top-dose activity, negative = active, hits mostly inhibitors. hit rate 0.076% among 410,000. AID 602310, 2012;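 also: potency is read from the fitted curve at half-maximal effect; % is scaled to controls: 0 for no effect and ±100 for the full control effect; nearly all actives have a fitted effect of over 60% in size; hits raise eYFP signal because A3G escapes Vif-driven loss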
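HeLa cells stably expressing Vif and C-terminally eYFP-tagged A3G, seeded overnight at 37 deg C, then exposed to compound by pintool overnight at 37 deg C. Rise in yellow fluorescence (Ex 488/Em 500-530, Acumen) marks blocked Vif-driven A3G degradation.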
RXFP1 agonist – qHTS Assay for Agonists of the Relaxin Receptor RXFP1; Relaxin receptor 1 (Homo sapiens), Q9HBX9; HEK293T-RXFP1 cAMP TR-FRET, 30 min; response scale: percent of porcine relaxin response, buffer zero; Potency, µM (series often up to 57.5 µM), inactives show at the highest dose activation, most hits filed as activators; hit rate 0.3% among 370,000; AID 2676, 2010; also: potency is read from the fitted curve at half-maximal effect; % is scaled to controls: 0 for no effect and ±100 for the full control effect; nearly all actives have a fitted effect of over 60% in size; many of its hits are not listed in these tables
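cAMP rise read by TR-FRET after 30 min, 37C compound exposure (up to 58 uM) in RXFP1-transfected HEK293 cells with Ro 20174 present. EC50 from Hill-equation fits, with 29 nM porcine relaxin as 100% and buffer as basal.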
USP1-UAF1 inh – Inhibitors of USP1/UAF1: Primary Screen; Ubiquitin carboxyl-terminal hydrolase 1 (Homo sapiens), O94782; recombinant USP1/UAF1, Ub-Rhodamine cleavage fluorescence; Potency, µM (titrated, usually from 57.1 µM), for inactives: top-dose activity change, negative = inhibition, hits mostly inhibitors; hit rate 0.23% among 390,000; AID 743255, 2014; also: potency is read from the fitted curve at half-maximal effect; % is scaled to controls: 0 for no effect and ±100 for the full control effect; nearly all actives have a fitted effect of over 60% in size; inactives centre near -12
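Step one: compound is pinned into 1nM USP1/UAF1 in HEPES pH 7.8 buffer with TCEP. Step two: 15 min room-temperature incubation. Step three: Ub-Rho (150nM final) starts cleavage, tracked by fluorescence over six one-minute reads.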
* = called active by the depositor; u = inconclusive; x = not tested or not shown; [ ] = dose if it differs, or a comment. Unless noted, calls follow the shape of the dose curve; as a rule, active = well fitted curve in the direction sought with a large enough effect; inconclusive = small, poorly fitted or top-dose-only effect, or another doubt; inactive = no such curve, though single readings can be large; an effect the other way counts as inactive or inconclusive.

smiles | TrxR1 substrate | PI4K2A block | IDH1 R132H inh | LDHA block | Vif-APOBEC3F blk | GRP78 ERSR act | Vif-APOBEC3G blk | RXFP1 agonist | USP1-UAF1 inh
O=C(CCn1cnc2ccccc2c1=O)Nc1ccc(S(=O)(=O)N2CCCCC2)cc1 | -0.6% | -3.3 | 1.8% | 1.6 | 4.4% | -4.3% | 0.7% | 0.6% | -11.2%
Cc1c(NC(=O)C(C)OC(=O)CC2CC3CCC2C3)c(=O)n(-c2ccccc2)n1C (centres undefined) | -7.5% | -0.3 | 2.8% | -4.8 | -8.8% | -3.4% | 4.2% | -0.1% | -19.7%
Cc1ccc(-c2cc3c(N4CCN(c5cc(C)ccc5C)CC4)nccn3n2)cc1 | -0.5% | -0.2 | -1.3% | -14.2 | -15.9% | 0.5% | 0.9% | 3.2% | -12.5%
CCOC(=O)c1cnc2ccc(C)cc2c1NCCc1ccc(OC)c(OC)c1 | 10.4% | 1.9 | 0.0% | 3.4 | -3.6% | -5.0% | 5.0% | 4.5% | -20.5%
CCOC(=O)c1cc(-c2ccccc2)nc2nc(N3CCCCC3)sc12 | 45.9%[activator][57.1 µM] | -8.4 | -2.2% | 0.8 | 17.0% | -4.1% | -2.0% | 3.0% | 0.8%
CC=Cc1cc(OC)c2c(c1)C(C)C(c1ccc(O)c(OC)c1)O2 (centres undefined) | 8.9%[57.1 µM] | 2.3 | 2.9% | 3.0 | -24.3% | -1.2% | -9.5% | x | -15.0%
CN1CCN(C2=CC(=O)OC23CCCCC3)CC1 | 2.8% | 2.4 | 1.3% | -3.7 | 4.2% | 0.8% | 0.6% | 4.7% | -16.4%
O=C(NCCCN1CCN(c2ccccc2F)CC1)C1CCC(=O)N1C1CCCC1 (centres undefined) | -0.8% | -1.8 | -6.7% | -3.7 | -3.5% | -5.1% | 4.9% | 2.9% | -26.4%
COc1ccc(-c2ncnc(C(F)(F)F)c2-c2csc(C)n2)c(O)c1 | -5.4% | -2.0 | 0.6% | -1.3 | 6.0% | -2.2% | -0.1% | -0.4% | -23.0%
CN(C)c1ccc(-c2csc(C(O)c3ccc(F)c(F)c3)n2)cc1 (centres undefined) | x | 5.8 | x | 10.6 | x | 1.8% | -4.8% | x | x
Cc1cccc(S(=O)(=O)NC(=O)C2(C)CCN2C(=O)c2ccccc2)c1 (centres undefined) | x | -9.6 | x | -8.2 | x | -1.1% | 3.4% | x | x
CCOc1ccc(OCCCC(=O)N(C)CC(=O)Nc2ccc(N3CCOCC3)cc2)cc1 | -6.1% | -1.8 | 0.5% | 0.7 | -4.8% | -1.7% | -1.9% | 0.4% | 0.3%
CCOc1ccccc1C1CC(=O)Nc2cc(C)c(C)cc21 (centres undefined) | 3.3% | 1.5 | 5.8% | 0.1 | 0.2% | -4.6% | u | -3.8% | -5.7%
CC(Sc1ccc2ccccc2c1)C(=O)NC(N)=O (centres undefined) | 1.7% | 1.1 | 6.3% | -3.1 | -16.4% | 3.3% | -5.4% | 0.0% | -18.5%
CN(C)CCN(Cc1ccco1)C(=O)c1oc2ccccc2c1NC(=O)c1cccc(F)c1 | -0.4% | -0.7 | 19.8% | 5.9 | -8.3% | -4.2% | 4.1% | -1.1% | -5.7%
CC(C)Oc1ccc(N2CC(C(=O)Nc3ccc4c(c3)OCO4)CC2=O)cc1 (centres undefined) | -0.7% | 2.0 | 8.7% | -1.5 | 0.1% | -5.1% | 1.9% | 1.0% | -12.2%
Cc1cc2c(cc1S(=O)(=O)NCc1ccccc1Cl)OCC(=O)N2 | -14.2% | -1.3 | -0.5% | -3.1 | -8.1% | -3.1% | -2.9% | 0.3% | u
Cc1ccc(F)c(CNC(=O)C2CCC(=O)N(Cc3ccccn3)C2)c1F (centres undefined) | -2.4% | 11.8 | -3.7% | -1.7 | -1.7% | -4.0% | 0.1% | 0.1% | -19.7%
CC1CCC(N(C)C(=O)CN2C(=O)NC(c3ccccc3)(c3ccccc3)C2=O)CC1 (centres undefined) | x | -2.0 | -3.9% | -5.4 | -0.6% | -1.3% | -0.2% | x | -0.1%
COc1ccc(CNC(=O)CS(=O)(=O)Cc2nc(-c3ccc(OC)cc3)oc2C)cc1 | 11.2% | -5.4 | -8.3% | -4.1 | 0.8% | -3.7% | -1.5% | -1.8% | -12.9%
Cc1ccc(C(=O)N/C(=C/C=C\c2ccccc2)C(=O)NCc2ccco2)cc1 | -4.1%[57.1 µM] | 3.7 | 1.5% | -5.4 | -3.2% | -1.8% | -0.3% | -1.0% | -12.2%
CCc1cccc2c1NC(=O)C21N2CCCC2C(C(=O)c2ccc3ccccc3c2)C12C(=O)Nc1ccccc12 (centres undefined) | -7.6% | 3.1 | -4.2% | -1.5 | -9.4% | 4.6% | -6.0% | -0.3% | -4.5%
Cc1cc2ncn(CC3CC3(Cl)Cl)c2cc1C (centres undefined) | 4.0%[57.1 µM] | 4.1 | 6.7% | -2.8 | -10.6% | 0.3% | 5.5% | 0.6% | -5.5%
CCCC(=O)Nc1ccccc1NC(=O)c1ccc(OCC)c(OCC)c1 | 7.3%[57.1 µM] | 5.3 | 4.4% | -5.7 | 6.8% | -3.0% | 0.7% | 1.2% | -11.4%
COC(=O)c1ccc(C2c3c(-c4ccc(Br)cc4)n[nH]c3C(=O)N2c2ccc(Cl)cc2)cc1 (centres undefined) | 4.4% | 3.9 | -12.1% | -2.4 | -0.6% | u | -19.5% | 0.7% | -23.5%
O=C(Cn1ccc([N+](=O)[O-])n1)N1CCc2ccccc21 | 4.4% | -4.2 | 8.4% | 2.4 | -2.6% | -1.4% | 0.5% | 6.7% | -19.5%
C=CCCC(=O)N1C[C@H]2CON(C)[C@H]2C[C@H]1c1cccc(Nc2ccccc2)c1 | 0.7% | 0.9 | -5.2%[38.3 µM] | -0.3 | 0.6% | -2.6% | 1.1% | x | -28.6%
O=C(c1ccc(OC2CCN(Cc3ccccc3OC(F)F)CC2)cc1)N1CCCC1 | -11.4%[57.1 µM] | -2.4 | 5.1% | -1.2 | 6.0% | -1.2% | -0.5% | 0.4% | -18.9%
O=C(Nc1cc(F)ccc1F)C1CCN(S(=O)(=O)c2cccc3nonc23)CC1 | -2.8%[57.1 µM] | -4.9 | -9.4% | -0.5 | 1.4% | -3.7% | -3.5% | -0.2% | -8.7%
COCCN(C(=O)COC(=O)CNC(=O)c1ccc(C)cc1)c1c(N)n(Cc2ccccc2)c(=O)[nH]c1=O | 6.2% | 3.2 | -9.1% | -2.8 | -7.8% | 1.0% | 0.4% | x | -19.6%

Next section
smiles | TrxR1 substrate | PI4K2A block | IDH1 R132H inh | LDHA block | Vif-APOBEC3F blk | GRP78 ERSR act | Vif-APOBEC3G blk | RXFP1 agonist | USP1-UAF1 inh
CCc1ccccc1N(C)C(=O)C1CCCN(c2ncnc3c2nc2n3CCCCC2)C1 (centres undefined) | 0.2% | 3.1 | 32.9% | -0.5 | 1.4% | -3.7% | -6.0% | 4.9% | -5.1%
Cc1cn([C@H]2C[C@H](O)[C@@H](/C=C/C(=O)NCCc3ccc4c(c3)OCO4)O2)c(=O)[nH]c1=O | x | -0.7 | x | -7.9 | x | -3.4% | -3.7% | x | x
COc1ccc(-c2csc(NCc3ccco3)n2)cc1C | -2.8% | 2.5 | 0.7% | 0.4 | 5.8% | 0.1% | 1.4% | 2.6% | -20.1%
N#CCN(N=Nc1ccccc1)c1ccccc1 | -2.4% | -2.1 | -14.4% | 3.4 | 0.5% | -1.9% | -7.1% | 0.1% | -27.7%
C=C1C=C(C(F)F)n2ncc(C(=O)Nc3ccc(Br)cc3C(F)(F)F)c2N1 | 1.0% | x | x | -0.5 | x | 4.5% | -2.0% | x | x
COc1ccc2cc(C(=O)N3CCCC(Nc4ccc(F)cc4)C3)n(C)c2c1 (centres undefined) | 4.1% | -0.3 | -0.1% | -0.8 | -1.0% | -3.4% | 3.3% | 0.5% | -6.4%
COc1ccc(/C=N/Nc2ccccn2)cc1OC | -2.9% | 6.8 | -3.1% | 0.1 | -6.7% | 7.8% | 0.5% | 0.1% | -25.2%

Quoted at random: 2 records from the list
smiles | TrxR1 substrate | PI4K2A block | IDH1 R132H inh | LDHA block | Vif-APOBEC3F blk | GRP78 ERSR act | Vif-APOBEC3G blk | RXFP1 agonist | USP1-UAF1 inh
N#CCN(N=Nc1ccccc1)c1ccccc1 | -2.4% | -2.1 | -14.4% | 3.4 | 0.5% | -1.9% | -7.1% | 0.1% | -27.7%
Cc1ccc(C(=O)N/C(=C/C=C\c2ccccc2)C(=O)NCc2ccco2)cc1 | -4.1%[57.1 µM] | 3.7 | 1.5% | -5.4 | -3.2% | -1.8% | -0.3% | -1.0% | -12.2%

An excerpt (hit frequency here may not be typical).
